MIN6 prolif – inducers of MIN6 beta-cell proliferation, primary screen, ATP luminescence, uHTS. MIN6 cells proliferation, ATPlite luminescence, 48 h; cells starved in 0.2% serum; 100% = growth in 10% serum. actives 0.29% (n = 330,000). proliferation, % at 10 µM;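 active means compounds whose signal lies at least 3.5 SD above the mean of all wells on their plate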;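 further: 0% = DMSO-treated cells in low-serum medium and 100% = 10% serum control; some compounds called inactive have numbers as strong as hits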
A3A deaminase – APOBEC3A ssDNA deaminase inhibitors, primary screen, selectivity assay for APOBEC3G inhibitor project, biochemical, FAM/TAMRA oligo cleavage fluorescence; actives 0.41% (n = 330,000); inhibition, % at 20 µM; DNA dC->dU-editing enzyme APOBEC-3A (Homo sapiens), P31941; recombinant A3A, FAM/TAMRA ssDNA deamination fluorescence;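 active means at least 40% inhibition at 20 µM here, with at most 30% in a related deaminase screen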;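 further: plate controls were A3A with DMSO for no effect and wells lacking A3A enzyme for full effect; some results filed as inactive read as strong as hits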
Target sequence (P31941 whole entry, looked up): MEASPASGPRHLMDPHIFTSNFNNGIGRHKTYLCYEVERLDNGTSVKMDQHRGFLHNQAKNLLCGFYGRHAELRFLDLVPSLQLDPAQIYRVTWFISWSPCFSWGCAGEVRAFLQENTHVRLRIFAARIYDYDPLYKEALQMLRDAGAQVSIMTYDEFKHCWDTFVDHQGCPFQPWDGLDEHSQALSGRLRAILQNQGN
hIAP inh – human IAP inhibitors, primary screen, biochemical, luminescence, uHTS; Intestinal-type alkaline phosphatase (Homo sapiens), P09923; AID 2544, 2010; purified IAP, CDP-Star luminescence, 30 min; inhibition, % at 10 µM; actives 0.12% (n = 330,000);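 active means inhibition reaching a set limit with compound at 10 µM in the primary screen, cut at about 35% in these data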;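 further: plate controls were DMSO wells with enzyme for no effect and no-enzyme buffer wells for full effect; values of inactives mirror those of a sister screen read the other way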
Target sequence (P09923 whole entry, looked up): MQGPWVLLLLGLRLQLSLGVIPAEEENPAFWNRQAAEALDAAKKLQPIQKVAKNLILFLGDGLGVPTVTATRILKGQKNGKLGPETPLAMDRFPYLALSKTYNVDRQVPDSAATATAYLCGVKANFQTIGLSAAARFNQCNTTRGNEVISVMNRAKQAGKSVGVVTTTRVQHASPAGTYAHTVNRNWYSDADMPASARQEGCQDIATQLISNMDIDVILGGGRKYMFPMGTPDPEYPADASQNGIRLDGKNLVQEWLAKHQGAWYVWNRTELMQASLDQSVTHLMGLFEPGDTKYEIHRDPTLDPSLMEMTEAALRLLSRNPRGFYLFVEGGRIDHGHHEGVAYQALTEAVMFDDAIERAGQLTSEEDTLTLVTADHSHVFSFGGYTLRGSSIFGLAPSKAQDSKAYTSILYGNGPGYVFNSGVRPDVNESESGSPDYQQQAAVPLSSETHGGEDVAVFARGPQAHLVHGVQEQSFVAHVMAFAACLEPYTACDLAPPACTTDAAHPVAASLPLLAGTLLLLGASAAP
mIAP act – activators of mouse IAP, primary screen, biochemical, luminescence, uHTS; AID 2805, 2010; actives 0.24% (n = 330,000); intestinal alkaline phosphatase [Mus musculus]; muIAP, CDP-Star luminescence, 30 min; hits give high values; 1 = vehicle-only enzyme signal, 0 = enzyme-free wells; activation factor at 10 µM;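 active means activation factor of at least 2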; further: the source names both 10 and 20 µM as test concentration; values of inactives mirror those of a sister screen read the other way
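System: mouse IAP enzyme. Reagent: CDP-Star chemiluminescent phosphatase substrate. Benchmarks: DMSO wells, no-enzyme wells. Times: 30 min enzyme-substrate-compound incubation at room temperature. Detection: luminescence from enzymatic CDP-Star hydrolysis. Doses: test compounds delivered from DMSO solution.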
tim10-1 inh – growth inhibitors of tim10-1 mutant yeast, primary screen, luminescence, uHTS; actives 2.2% (n = 330,000); S. cerevisiae tim10-1 ts strain growth, BacTiter-Glo, 24 h; inhibition, % at 20 µM;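 active means inhibition of at least 40%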;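 further: mutant grown at 25 °C; 0% = DMSO wells with yeast and 100% = wells holding no yeast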
TIM10 inh – growth inhibitors of isogenic TIM10 control yeast, primary screen, counter-screen for tim10-1 yeast inhibitor project, luminescence, uHTS. S. cerevisiae TIM10 strain growth, BacTiter-Glo luminescence, 24 h. actives 1.4% (n = 330,000). inhibition, % at 10 µM;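 active means inhibition of 40% or more at the single tested concentration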;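 further: wild-type TIM10 isogenic control strain grown at permissive 25 °C; 0% = DMSO yeast wells and 100% = minimal medium wells without yeast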
mIAP inh – inhibitors of mouse IAP, primary screen, biochemical, luminescence, uHTS | intestinal alkaline phosphatase [Mus musculus] | purified mouse IAP, CDP-Star luminescence, 30 min | inhibition, % at 10 µM | actives 0.2% (n = 330,000) | AID 2806, 2010;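 active means inhibition of at least 40% at 10 µM in the primary screen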;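 further: plate controls were DMSO with enzyme for no effect and no enzyme wells for full effect; values of inactives mirror those of a sister screen read the other way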
APOBEC3G inh – APOBEC3G DNA deaminase inhibitors, primary screen, biochemical, fluorescence, single-stranded DNA substrate, uHTS | inhibition, % at 20 µM | recombinant A3G, ssDNA deamination FAM/TAMRA fluorescence | actives 0.28% (n = 330,000);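 active means inhibition of at least 40% at 20 µM, with no more than 30% in the related APOBEC3A deaminase screen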;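 further: plate controls were DMSO wells with A3G for no effect and wells lacking A3G enzyme for full effect; some compounds called inactive have numbers as strong as hits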
NALP3 yeast inh – NALP3 inflammasome inhibitors in reconstituted yeast, primary screen, luminescence, uHTS. Yeast reconstituted NLRP3/ASC/caspase-1, beta-gal luminescence, 24 h. inhibition, % at 10 µM. actives 0.39% (n = 330,000);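 active means inhibition of 50% or more; inactive means inhibition below 50%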;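 further: plate controls were induced DMSO wells for no effect and uninduced yeast grown without galactose for full effect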
Starred values were filed as active, the others as inactive.

SMILES	MIN6 prolif	A3A deaminase	hIAP inh	mIAP act	tim10-1 inh	TIM10 inh	mIAP inh	APOBEC3G inh	NALP3 yeast inh
O=C(COC(=O)c1ccccc1O)Nc1cccc(S(=O)(=O)N2CCCC2)c1	1	-2	5	1.1	16	15	-5	-2	12
Cc1c(Cl)c([N+](=O)[O-])nn1CCCC(=O)Nc1ccc(Cl)cc1Cl	-2	-3	-10	0.93	18	-1	7	-7	20
CSCCCNC(=O)c1ccc(OC2CCN(CCc3ccccc3)CC2)cc1	-2	-3	10	1.1	5	2	-10	-9	11
COc1ccc(C(=O)NCC(=O)Nc2ccc(F)cc2)cc1OC	-2	-1	-5	0.97	-6	50*	3	-4	0
CCc1ccc(C(=O)COC(=O)c2cnccn2)cc1	1	-2	-5	1	-5	0	0	-6	12
O=C(O)C1CCCCC1C(=O)Nc1ccc(F)cc1F (stereo not drawn)	-2	-2	22	0.97	-3	2	3	-4	-14
CCOC(=O)C1CCN(C(=O)COC(=O)c2ccc(=O)n(Cc3ccccc3)n2)CC1	2	-1	-10	0.95	-2	7	5	-2	6
Cc1ccc(NC2(c3nnnn3-c3c(C)cccc3C)CCCCC2)cc1	-6	1	-29	0.98	38	22	2	-2	-18
Nc1cccn2c(-c3ccc(Cl)cc3)cnc12	-5	-7	2	0.94	16	8	6	-8	-9
COc1ccc(OC)c(CNC(=O)C2CCCN(c3nc4ccccc4o3)C2)c1 (stereo not drawn)	3	-1	4	0.99	31	-6	1	-8	25
Cc1ccc(NC(=O)Cc2ccc(F)cc2)cc1	-3	4	-9	1.1	-4	2	-6	0	13
CCOc1ccc(C(=O)Nc2cccc(C)n2)cc1	-3	1	-6	1	-1	-2	0	2	25
CCNc1nc(NC(C)C)nc(N(C#N)C(C)C(=O)N(C)C)n1 (stereo not drawn)	0	1	0	0.89	4	0	11	2	-1
Cc1ccc(-c2cc(C(=O)NCCc3ccccn3)c3ccccc3n2)c(C)c1	0	4	13	0.99	21	-11	1	0	22
Cc1c(NC(=O)CSc2nnc(N)s2)c(=O)n(-c2ccccc2)n1C	0	1	4	1	11	0	-2	-5	20
COCCCN=C1NN=C(c2cc(C)n(Cc3ccccc3Cl)c2C)CS1	-6	-2	-10	0.82	13	-11	18	-2	7
O=C(Nc1ccc(Cl)cc1)OC(CN1CCCCC1)C(F)(F)F (stereo not drawn)	0	0	18	0.99	6	2	1	-4	31
CCn1ccnc1CN(C)C(=O)c1cc(COc2ccc(OC)c3ccccc23)on1	-2	0	2	0.92	21	11	8	-3	11
CC1CCC(NC(=O)C2CCN(S(=O)(=O)c3cccc4nonc34)CC2)CC1 (stereo not drawn)	0	-2	3	0.97	-8	12	3	-5	19
O=C(CSCc1ccc(Cl)cc1)N/N=C/c1ccc(Cl)cc1Cl	-2	1	11	0.88	7	3	12	-1	12
COc1ccc(C(CNC(=O)c2ccc(NS(=O)(=O)c3ccc(F)c(C)c3)cc2)N2CCOCC2)cc1 (stereo not drawn)	7	-2	4	1	-15	0	-3	-10	3
CC(O)Cc1cn(CC(=O)N2CCN(C(=O)OC(C)(C)C)CC2)nn1 (stereo not drawn)	2	1	13	0.92	7	9	8	-2	6
Fc1cccc(CNCC2CCCO2)c1 (stereo not drawn)	-4	-7	0	0.88	-11	6	12	-3	12
CC1Cn2c(nnc2C23CC4CC(CC(C4)C2)C3)S1 (stereo not drawn)	-2	-1	-104	0.97	26	27	3	-5	-4
O=C(CSc1nnc(-c2ccc(F)cc2)o1)NC1CCCC1	-2	-3	13	1	5	4	-3	-7	10

Random excerpt: six compounds from above.
SMILES	MIN6 prolif	A3A deaminase	hIAP inh	mIAP act	tim10-1 inh	TIM10 inh	mIAP inh	APOBEC3G inh	NALP3 yeast inh
Nc1cccn2c(-c3ccc(Cl)cc3)cnc12	-5	-7	2	0.94	16	8	6	-8	-9
O=C(Nc1ccc(Cl)cc1)OC(CN1CCCCC1)C(F)(F)F (stereo not drawn)	0	0	18	0.99	6	2	1	-4	31
CC1Cn2c(nnc2C23CC4CC(CC(C4)C2)C3)S1 (stereo not drawn)	-2	-1	-104	0.97	26	27	3	-5	-4
COc1ccc(C(=O)NCC(=O)Nc2ccc(F)cc2)cc1OC	-2	-1	-5	0.97	-6	50*	3	-4	0
Fc1cccc(CNCC2CCCO2)c1 (stereo not drawn)	-4	-7	0	0.88	-11	6	12	-3	12
CC1CCC(NC(=O)C2CCN(S(=O)(=O)c3cccc4nonc34)CC2)CC1 (stereo not drawn)	0	-2	3	0.97	-8	12	3	-5	19

6 entries from above, arranged by their value in A3A deaminase, largest number first.
Compound | A3A deaminase
Cc1ccc(-c2cc(C(=O)NCCc3ccccn3)c3ccccc3n2)c(C)c1 | 4
Cc1ccc(NC2(c3nnnn3-c3c(C)cccc3C)CCCCC2)cc1 | 1
CCn1ccnc1CN(C)C(=O)c1cc(COc2ccc(OC)c3ccccc23)on1 | 0
CCc1ccc(C(=O)COC(=O)c2cnccn2)cc1 | -2
CSCCCNC(=O)c1ccc(OC2CCN(CCc3ccccc3)CC2)cc1 | -3
Fc1cccc(CNCC2CCCO2)c1 (stereo not drawn) | -7

Continued:
SMILES	MIN6 prolif	A3A deaminase	hIAP inh	mIAP act	tim10-1 inh	TIM10 inh	mIAP inh	APOBEC3G inh	NALP3 yeast inh
CC1=CC(=O)N(c2ccc(C)cc2)C1c1ccc(Cl)cc1 (stereo not drawn)	0	-2	-1	0.96	28	17	4	-1	6
COC(=O)c1ccccc1CCC(C)=O	-6	2	-5	1	3	-3	-1	1	18
COc1ccc(Cl)cc1NC(=O)CSc1nnc(CNC(=O)c2ccco2)o1	-3	-2	3	0.99	16	1	1	-5	1
O=C(CCc1ccc(O)c(O)c1)NNC(=S)NCCc1ccccc1	0	-1	-21	0.68	11	4	32	-3	6
COc1ccccc1NC(=O)CSC1=NC(=O)C(NC(C)=O)C(=O)N1 (stereo not drawn)	-1	-6	-9	0.86	5	-1	14	-8	5
Cc1cc(NC(=O)Nc2cccc(Cl)c2)n(C(C)(C)C)n1	0	4	6	1.4	14	1	-41	-3	10
Cc1nc(SCC(=O)Nn2c(-c3ccccc3)nc3ccccc3c2=O)n[nH]1	2	0	5	0.98	-8	4	2	-1	0
COc1ccc(-c2cc(C(F)(F)F)n3ncc(C(=O)NCc4ccco4)c3n2)cc1	-3	-4	-7	1.1	16	12	-10	-4	20
O=C(CCn1ccc2cc(S(=O)(=O)N3CCCC3)ccc21)NCc1ccccc1F	-5	-1	-48	1	-4	4	-2	-4	-1
CCC(C(=O)NC1CCCC1)N(C(=O)Cn1nnc(-c2ccc(OC)c(OC)c2)n1)C1CCCCC1 (stereo not drawn)	0	1	2	1.2	23	30	-20	-4	4
COc1ccc(NC(=O)c2noc(C(C)C)c2[N+](=O)[O-])cc1	-3	-4	-4	0.96	11	14	4	-7	21
O=C(NC1(C(F)(F)F)NC(=O)N(Cc2ccco2)C1=O)c1cccs1 (stereo not drawn)	-5	1	0	1.1	8	-3	-6	-1	-9
Cc1ccc(NC(=O)c2ccc(NC3=NC4CS(=O)(=O)CC4S3)cc2)cc1 (stereo not drawn)	-3	-7	2	0.9	13	-3	10	-9	-2
COC(=O)c1ccc(OC(=O)C2CSC3(C)CCC(=O)N23)cc1 (stereo not drawn)	2	6	3	0.88	4	-2	12	-10	1
COc1ccc(NC(=O)N(C)C[C@@H]2Oc3ccc(NC(=O)NC(C)C)cc3CC(=O)N([C@H](C)CO)C[C@@H]2C)cc1	-3	0	2	0.99	4	-3	1	-6	14
CCCCNc1nc(=S)n(-c2ccccc2)c(C)c1C(C)=O	3	-2	3	1.1	20	-4	-6	1	17
CC1CCC2(CC1)NC(=O)N(NC(=O)c1cccs1)C2=O (stereo not drawn)	2	-6	0	1.1	2	1	-8	-7	8
O=C(Cn1c(NCCCO)nc2ccccc21)c1cccs1	-1	-1	2	0.97	-2	-2	3	-1	9
COC(=O)C1=C(C(=O)OC)[C@@H]2Nc3ccccc3[C@@]23C[C@@H](C(=O)OC)N=C3N1	-3	-5	20	1	2	-11	-5	-10	10
CCOC(=O)N1CCC(NC(=O)c2cc(C(=O)Nc3ccc(S(=O)(=O)N4CCOCC4)cc3)ccc2CO)CC1	-2	4	-18	1.1	-2	-8	-10	-4	9
Cc1ccc(NC(=O)Nc2ccc3c(c2)nnn3C)cc1C	-3	-3	-50	1.2	-14	-11	-21	-4	21
CCNC(=O)CC1C(=O)N(C)C(=S)N1NC(=O)c1ccc(Cl)cc1 (stereo not drawn)	-1	2	-2	1.1	-9	-12	-13	1	10
O=C(Cc1ccccc1F)NNC(=O)c1ccncc1	6	-4	-16	0.97	0	-2	2	-4	8
Cc1nc2cc(NC(=O)NCc3ccco3)ccc2o1	-2	1	-4	1.1	-10	-7	-6	-3	3
Cc1nc(-c2ccc(F)cc2)c(CC(=O)Nc2ccc(C)c(S(=O)(=O)N3CCOCC3)c2)s1	-2	-1	-2	1.4	-13	3	-37	-7	2
The results go on.
SMILES	MIN6 prolif	A3A deaminase	hIAP inh	mIAP act	tim10-1 inh	TIM10 inh	mIAP inh	APOBEC3G inh	NALP3 yeast inh
CCc1c(O)nc(SCC(=O)N2CCc3cc(OC)c(OC)cc3[C@@H]2C)[nH]c1=O	-5	-2	0	0.79	-5	1	21	3	8
CCC(C(=O)OCC(=O)Nc1cccc(OC)c1)c1ccccc1 (stereo not drawn)	-1	-1	-15	0.93	18	30	7	0	15
COC(C[C@@H](O)[C@@H](C)[C@@H](O)COCc1ccccc1)OC	1	-1	-4	1	-18	-7	-2	-9	8
O=c1[nH]c(O)c(N=Nc2ccc(Cl)c(S(=O)(=O)Nc3ccccc3Cl)c2)c(=O)[nH]1	-1	0	2	0.99	-2	9	1	-5	20
COc1cc(/C=C2/NC(=O)N(Cc3ccccc3F)C2=O)cc(OC)c1OC	1	-7	8	0.97	2	1	3	-9	3
Cc1nnc(SCC(=O)N/N=C/c2cn(-c3ccccc3)nc2-c2ccc(F)cc2)n1-c1ccccc1	0	-1	5	0.96	-5	-6	4	0	9

By substructure, those above containing a nitro group on carbon
SMILES	MIN6 prolif	A3A deaminase	hIAP inh	mIAP act	tim10-1 inh	TIM10 inh	mIAP inh	APOBEC3G inh	NALP3 yeast inh
Cc1c(Cl)c([N+](=O)[O-])nn1CCCC(=O)Nc1ccc(Cl)cc1Cl	-2	-3	-10	0.93	18	-1	7	-7	20
COc1ccc(NC(=O)c2noc(C(C)C)c2[N+](=O)[O-])cc1	-3	-4	-4	0.96	11	14	4	-7	21

This is a random part of the collection, and some 4.6% of all compounds hit somewhere here.
